CHOP inhibitor = blocks CHOP induction under ER stress; CHO-K1 CHOP-promoter luciferase, tunicamycin-induced, 15-18 h; inhibition, % at 10 µM; 3.8% of 220,000 active; AID 2732;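 active = compounds that reduced the stress-induced luciferase reporter signal by more than about 70% of percent inhibition, limit read from the data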;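 also: 0% = tunicamycin plus vehicle and 100% = wells without tunicamycin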
EP2 antag = inhibitors of human EP2 prostaglandin E2 receptor | 0.52% of 260,000 active | AID 1422 | P43116 | C6 glioma cells expressing human EP2, cAMP TR-FRET; cells stimulated with saturating PGE2 | inhibition, % at 25 µM;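 active = percent inhibition above 40 after rounding to a whole number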;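 also: rat C6 glioma host cells with rolipram phosphodiesterase inhibitor present; the protocol text gives 20 µM as final concentration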
Target sequence (P43116 whole entry, looked up): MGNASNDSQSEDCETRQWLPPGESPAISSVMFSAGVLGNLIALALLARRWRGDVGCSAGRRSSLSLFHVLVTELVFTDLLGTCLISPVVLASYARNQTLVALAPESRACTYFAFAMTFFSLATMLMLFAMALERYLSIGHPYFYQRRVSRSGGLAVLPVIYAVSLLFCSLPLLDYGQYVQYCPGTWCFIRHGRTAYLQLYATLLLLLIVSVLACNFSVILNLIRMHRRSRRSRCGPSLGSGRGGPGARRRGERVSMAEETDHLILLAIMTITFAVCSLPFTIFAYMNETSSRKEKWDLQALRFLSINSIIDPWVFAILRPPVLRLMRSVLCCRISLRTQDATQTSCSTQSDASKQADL
FXIIa inh = inhibitors of human coagulation factor XIIa; P00748; purified FXIIa, Boc-QGR-AMC fluorogenic substrate, 2 h; inhibition, % at 5 µM; 0.3% of 220,000 active; in the data active = inhibition above about 40%;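 also: 0% = enzyme with no compound and 100% = blank without enzyme; many of its hits are not listed in these tables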
Target sequence (P00748 20-372 limits assumed): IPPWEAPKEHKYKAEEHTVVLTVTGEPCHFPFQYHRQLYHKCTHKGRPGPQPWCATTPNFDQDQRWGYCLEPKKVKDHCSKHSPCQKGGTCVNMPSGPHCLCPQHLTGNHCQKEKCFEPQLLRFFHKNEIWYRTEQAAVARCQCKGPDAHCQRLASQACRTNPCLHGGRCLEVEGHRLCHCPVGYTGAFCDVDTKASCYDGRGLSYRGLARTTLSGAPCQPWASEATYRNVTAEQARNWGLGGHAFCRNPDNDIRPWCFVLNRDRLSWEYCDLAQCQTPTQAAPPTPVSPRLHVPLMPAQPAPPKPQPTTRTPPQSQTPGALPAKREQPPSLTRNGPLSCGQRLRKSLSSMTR
Target sequence (P00748 373-615 limits assumed): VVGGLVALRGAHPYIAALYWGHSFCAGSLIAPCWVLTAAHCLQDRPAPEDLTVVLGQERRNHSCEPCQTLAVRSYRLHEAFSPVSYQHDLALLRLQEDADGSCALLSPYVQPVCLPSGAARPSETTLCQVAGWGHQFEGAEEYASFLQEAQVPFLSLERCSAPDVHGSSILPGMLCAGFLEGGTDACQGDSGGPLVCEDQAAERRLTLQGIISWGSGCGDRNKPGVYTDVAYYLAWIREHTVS
TNF death inh = blocks TNF-alpha induced death of Jurkat FADD-/- cells. 0.068% of 220,000 active. activation (protection from cell death), % at 10 µM. Jurkat FADD-/- TNF necroptosis rescue, ATP luminescence, 24 h; 0 = TNF only, 100 = no-TNF cells;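 active = activation, meaning protection from cell death, of at least 50% relative to plate controls; inactive = activation below 50%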;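 also: necroptosis triggered by 40 ng/mL TNF-alpha added together with compound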
FXIa inh = factor XIa (human) inhibition; AID 798; purified FXIa, Boc-Glu-Ala-Arg-AMC fluorogenic substrate; inhibition, % at 5 µM; 0.14% of 220,000 active; P03951;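 active = inhibition of at least 40%; inactive = inhibition below 40%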;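 also: fluorescence of freed AMC excited at 355 nm; 0% = enzyme without compound and 100% = no enzyme blank; many of its hits are not listed in these tables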
Tb hexokinase = blocks Trypanosoma brucei hexokinase 1 activity | recombinant TbHK1, G6PDH-coupled NADH A340 | 0.11% of 220,000 active | inhibition, % at 10 µM;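 active = inhibition of 50% or more in the single-dose primary screen; inactive = inhibition below 50%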
Wee1 stabilizer = inhibitors of human Wee1 degradation; P30291; 1.2% of 220,000 active; AID 1321; reporter increase, % at 5 µM; HeLa Luc-Wee1K328M stability, luciferase luminescence; 100% = proteasome inhibitor MG132 effect;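 active = activation above the mean of all tested compounds plus 3 SD, set per screening run, cut at about 8.8% in these data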;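 also: cells exposed to compound for 20 h before luminescence read; 0% = DMSO alone and 100% = MG132 at 30 µM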
PPC-1+TRAIL kill = compounds killing PPC-1 cancer cells with TRAIL present (potentiator screen, no TRAIL-free arm); 0.41% of 220,000 active; PPC-1 cells + TRAIL, ATPLite viability luminescence; cell killing (% activity), % at 4 µM;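 active = cell killing above 50% in the first pass at 4 µM, then a duplicate retest at 5 µM averaging 50% or more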;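 also: plate controls were cells with TRAIL plus DMSO for no effect and medium-only wells lacking cells for full effect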
L929 necroptosis = blocks zVAD induced death of L929 cells. viability rescue, % at 10 µM. L929 zVAD necroptosis rescue, ATP luminescence, 24 h; with zVAD 60 µM. 0.38% of 220,000 active;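 active = activation, scaled between plate controls, above about 75%, limit read from the data; inactive = activation under that limit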;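 also: 0% = zVAD with DMSO and 100% = DMSO alone without zVAD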
* marks the source's active call; other numbers are inactive results; . = no result given; [ ] = another dose, or the depositor's remark.

compound	CHOP inhibitor	EP2 antag	FXIIa inh	TNF death inh	FXIa inh	Tb hexokinase	Wee1 stabilizer	PPC-1+TRAIL kill	L929 necroptosis
CN1CCCN(C(c2ccccc2)c2ccc(Cl)cc2)CC1 (stereo unspecified)	15.5	13.2	1.7	-4.3	12.8	3.9	-1.7	9.6	30.5
CC1(C)OC(=O)C(=Cc2ccc(-c3ccc(Cl)c(C(=O)O)c3)o2)C(=O)O1	-21.5	21.1	3.2	0.8	-3.0	-21.0	-2.3	-7.5	1.2
O=c1c2ccccc2ncn1CCOCCOc1ccc([N+](=O)[O-])cc1	4.1	4.8	5.2	0.4	6.8	-6.4	-2.6	17.2	-1.3
CCCNC(=O)c1cc(S(=O)(=O)N2CCc3ccccc32)ccc1F	15.0	11.3	-0.4	0.3	0.3	-3.4	3.6	24.1	0.1
CN(C)S(=O)(=O)N1CCN(CC(O)COc2ccc(C(=O)c3ccccc3)cc2)CC1 (stereo unspecified)	58.0	9.7	10.6	-0.2	-0.5	-7.6	-2.9	-4.4	0.0
CN(C)/C=N/NC(=O)c1ccc(Cl)cc1	24.2	6.7	7.2	-0.1	0.2	-0.2	-1.2	0.6	1.1
CC(C)C(NC(=O)C12CC3CC(CC(C3)C1)C2)C(=O)N/N=C/C1=C(N2CCOCC2)C(=C\c2cccc([N+](=O)[O-])c2)/CC1 (stereo unspecified)	28.1	4.1	8.7	2.4	5.3	1.3	-1.5	7.6	1.4
O=C(N/C(=C/c1cccs1)C(=O)N1CCOCC1)c1ccco1	7.2	3.9	14.0	1.2	3.1	-33.7	-0.9	18.0	0.0
COc1ccc(OC)c(-c2cc(C(=O)Nc3c(C)nn(Cc4ccccc4)c3C)no2)c1	32.0	4.9	-4.9	-3.6	1.8	-4.1	0.7	8.9	4.5
COc1ccc(CCNC(=O)c2ccc(=O)[nH]c2)cc1	7.5	6.3	7.6	-0.2	-10.9	-3.9	-0.7	7.4	1.8
CCC(=O)Nc1cccc(NC(=O)c2cccc([N+](=O)[O-])c2)c1	7.7	12.5	11.3	-0.5	-6.1	-0.8	-1.9	-25.3	-0.1
O=C(Nc1ccc(Oc2ccccc2)cc1)c1ccc(Cn2c(=O)[nH]c3ccsc3c2=O)cc1	45.6	1.8	8.4	2.4	6.3	2.7	-0.8	-11.7	.

Whole records, looked up by structure. Order of values: CHOP inhibitor, EP2 antag, FXIIa inh, TNF death inh, FXIa inh, Tb hexokinase, Wee1 stabilizer, PPC-1+TRAIL kill, L929 necroptosis
`CCC(=O)Nc1cccc(NC(=O)c2cccc([N+](=O)[O-])c2)c1` reads 7.7, 12.5, 11.3, -0.5, -6.1, -0.8, -1.9, -25.3, -0.1
`CN(C)/C=N/NC(=O)c1ccc(Cl)cc1` reads 24.2, 6.7, 7.2, -0.1, 0.2, -0.2, -1.2, 0.6, 1.1

(listing goes on)
compound	CHOP inhibitor	EP2 antag	FXIIa inh	TNF death inh	FXIa inh	Tb hexokinase	Wee1 stabilizer	PPC-1+TRAIL kill	L929 necroptosis
CCCC(=O)Nc1ccc(C(=O)NNC(=O)c2cccc([N+](=O)[O-])c2)cc1	-22.5	11.8	2.9	0.5	-4.1	-7.1	-5.1	11.8	0.6
COC(=O)c1c(NC(=O)COC(=O)[C@@H](NS(=O)(=O)c2cccc(Cl)c2)C(C)C)sc2c1CCC2	27.8	6.4	13.9	3.1	8.0	-8.0	-0.7	-14.1	0.2
CCc1ccc(NC(=O)CSc2nnc(-c3ccccn3)n2C)cc1	-0.1	9.1	12.2	0.0	3.2	16.7	1.8	-6.3	-0.3
Cc1ccc(SCCC(=O)Nc2ccccc2C(=O)NC(C)C)cc1	13.0	8.8	-2.0	1.5	-5.3	2.5	3.5	18.7	0.7
COc1ccccc1N(CC(=O)Nc1ccccc1C)S(C)(=O)=O	5.6	4.9	13.3	-1.0	6.8	6.2	0.9	6.9	0.8
O=C(CCN1C(=O)c2cccc3cccc(c23)C1=O)NCc1ccco1	5.2	3.7	10.6	0.9	8.4	-21.9	-3.7	27.5	0.2
CCCNC(=O)Cn1c2ccccc2c2nc(=O)cc(C)n21	2.8	.	7.8	2.0	-5.6	1.2	2.3	23.8	0.3
COc1ccccc1-c1nnc2n1N=C(C)CS2	44.0	4.9	11.1	-0.8	-4.0	-1.2	3.5	-10.0	2.5
O=C(Nc1ccc(N2CCOCC2)cc1)Nc1ccc2nc(-c3ccco3)c(-c3ccco3)nc2c1	.	18.4	13.7	-9.9	5.4	-18.8	0.7	16.5	15.7
NC(=O)c1ccc(-n2nc(C(F)(F)F)c3c2CCCC3)cc1	25.9	2.7	12.6	-1.0	2.1	-1.6	1.4	-7.3	2.1
C=C1CCN([C@@H](C)C(=O)NCc2ccc(OC)cc2)S(=O)(=O)c2ccccc21	-7.1	0.0	2.1	1.6	-0.9	-8.5	.	14.9	-0.2
COc1ccccc1-c1nnc(Nc2nc3c(OC)cccc3s2)o1	.	11.4	-4.5	-9.7	-11.5	4.8	14.8*	7.0	0.7
CC1=C(C(=O)OCc2ccc3c(c2)OCO3)C(c2ccc(Cl)cc2)NC(=O)N1 (stereo unspecified)	.	3.8	8.3	-6.6	5.1	0.3	3.0	1.9	0.2
CC1CC(C)CN(C(=O)CCCn2c(=S)[nH]c3ccccc3c2=O)C1 (stereo unspecified)	29.3	6.9	17.7	0.2	7.0	1.3	0.6	11.2	-0.2
COc1ccc(CC(=O)N2CCN(S(=O)(=O)c3cccs3)CC2)cc1OC	16.1	7.5	6.0	1.5	0.6	-9.7	1.5	13.0	0.7
Cc1ccc(-c2csc(-c3c[nH]c4ccccc34)n2)cc1	98.1*	0.9	13.3	-1.2	1.8	-2.7	2.5	-0.3	0.8
O=S(=O)(/N=C(/Nc1ccccc1)c1ccccc1O)c1ccccc1	18.8	6.4	2.8	-0.3	-2.2	-0.6	-0.4	9.9	0.2
Cc1ccc(NC(=S)N2CCN(c3ncccn3)CC2)c(C)c1	-9.6	5.3	2.3	1.1	1.8	-5.9	-0.8	4.8	-1.1
Cc1noc(C)c1COC(=O)c1cc(F)c(F)cc1Cl	20.1	9.3	-2.3	-2.4	-2.2	-0.2	-0.8	-4.1	0.0
OC1(c2cccc(C(F)(F)F)c2)CCN(c2ccc(-c3ccccc3)nn2)CC1	84.6*	4.0	15.2	-1.2	1.3	-3.8	8.3	24.5	0.1
COC(=O)C(CC(C)C)NC(=O)c1ccc([N+](=O)[O-])c(C)c1 (stereo unspecified)	0.6	8.1	17.3	-1.4	6.3	-3.1	-1.0	3.2	0.9
COc1ccc(OCc2cn3c(C)cc(C)nc3n2)cc1	5.5	2.0	-1.4	1.2	-2.0	0.0	1.0	19.5	2.3
O=C(Cn1cnc2c(nnn2Cc2ccc(Cl)cc2)c1=O)NC1CCCC1	1.2	4.1	14.7	-1.3	14.1	-1.7	-2.3	6.3	0.0
COc1cccc(N(CC(=O)NCc2ccco2)C(=O)CCC(=O)Nc2nccs2)c1	19.4	5.2	11.7	-0.8	4.2	-7.4	0.2	1.6	-0.7
CCS(=O)(=O)c1nc(S(=O)(=O)c2ccc(C)cc2)c(NCCCN(C)C)s1	20.6	4.8	16.2	-1.2	6.9	-3.6	2.9	12.8	-0.3
OCCN=c1cc(-c2ccccc2)oc2ccc(Cl)cc12	37.1	8.7	12.7	-4.6	-3.3	-44.5	1.4	12.3	0.1
Cc1ccc(S(=O)(=O)N(c2nc(NC(C)C)nc(NC(C)C)n2)n2cnnc2)cc1	-1.7	3.7	9.0	-1.5	22.6	2.2	-3.0	10.1	0.3
Cc1ccc(-c2sc(-c3cccnc3)nc2CC(=O)O)cc1	-12.4	9.1	-2.8	0.9	-10.0	-4.3	-0.6	6.1	1.7
CCCCOC(=O)NCN1C(=O)C2C3C=CC(C3)C2C1=O (stereo unspecified)	25.2	15.8	14.6	0.8	20.3	1.1	1.2	12.9	0.2
O=C(O)C1C2CCC(O2)C1C(=O)NCCC1=CCCCC1 (stereo unspecified)	-2.2	12.1	4.2	-0.1	-5.6	-2.7	-0.2	19.7	0.6
Cc1onc(-c2ccccc2)c1C(=O)Nc1nnc(N(C)Cc2ccccc2)s1	48.2	12.4	15.4	1.3	-4.4	-16.2	0.6	0.5	0.8
CC(=O)c1ccc(OC(C)C)c(CC(C(N)=O)C(N)=O)c1	7.8	7.9	4.4	1.7	-5.8	1.8	1.0	8.3	0.3
CC1CCN(C(=O)CCCC(=O)O)CC1	-2.1	12.4	12.2	2.1	7.8	3.3	1.1	4.4	0.4
Cc1ccc2occ(/C=C/C(=O)c3ccccc3O)c(=O)c2c1	-5.6	9.3	3.7	-14.6	-1.9	3.3	-0.8	-0.4	-0.3
COCCn1c(=S)[nH]c2cc(C(=O)N3CCN(Cc4ccc5c(c4)OCO5)CC3)ccc2c1=O	0.7	9.1	10.3	-8.7	6.2	-5.6	-2.0	8.3	0.2
Cc1c(C(=O)Nc2ccncc2)sc2nc(-c3ccc(F)cc3)cn12	47.2	15.8	13.5	-2.5	5.9	-9.9	-0.8	-10.7	4.1
CC1CC(C)CN(c2ccc([N+](=O)[O-])nc2)C1 (stereo unspecified)	12.1	3.3	9.0	0.1	3.4	0.3	5.0	-28.7	0.1
Cc1sc2ncnc(OCC(=O)NCc3cccs3)c2c1C	24.3	10.8	13.6	-0.7	6.5	-0.7	-0.8	7.7	0.2
O=C1CN(C(=O)COC(=O)CNS(=O)(=O)/C=C/c2ccccc2)c2ccccc2N1	-2.8	5.4	4.6	0.8	-3.5	4.5	-0.5	11.3	1.1
COc1ccc(CCC(=O)NCc2ccco2)cc1	37.1	6.8	11.6	-4.3	3.8	10.4	-1.0	0.2	-0.6
Cc1cc2c(cc(C(=O)NCc3cccnc3)n2Cc2ccc(Cl)cc2)o1	25.2	3.1	10.8	2.1	24.4	-7.7	1.5	1.5	-0.2
O=C(c1ccc2c(c1)c(=O)oc1ccccc12)N1CCCCC1	.	.	.	-0.4	.	-4.7	-2.1	.	0.1
CCC(C)c1ccc(O)c(/C=N/O)c1 (stereo unspecified)	71.8*	10.1	11.7	-3.4	-2.0	-1.6	-1.3	21.0	0.7
O=C(NCc1ccc2c(c1)OCO2)c1cc(-c2ccccc2)on1	15.9	7.7	17.7	-1.4	1.1	-1.5	-0.5	20.6[5 µM]	-0.3
COc1ccc(NC(=O)c2ccc(C)o2)c([N+](=O)[O-])c1	-21.0	4.7	4.8	0.6	-1.2	1.3	-1.2	0.9	1.6
CCn1cnc2c1c(=O)n(Cc1csc(-c3ccccc3)n1)c(=O)n2Cc1ccccc1	8.5	15.0	10.0	-0.3	0.8	-1.5	0.1	18.0	-0.3
Cc1ccc(NCc2ccccc2)cc1	6.2	11.2	1.4	39.2	-2.5	-2.4	2.0	10.8	62.9
C=CCC(Nc1ccco1)c1ccccc1 (stereo unspecified)	19.1	16.7	1.1	-0.9	5.5	-7.1	-1.3	-4.7	-0.1
CCCCCC(=O)Nc1nc(C)c(-c2csc(Nc3ccccc3OC)n2)s1	62.4	12.2	3.2	-2.9	2.5	-17.1	1.1	10.5	33.9
Cc1cccc(NC(=O)CSc2nnc([C@@H](N)Cc3ccccc3)o2)c1C	7.6	6.5	-3.5	-1.5	0.3	1.6	1.4	-10.4	-0.1
Clc1ccc(-c2cc(CSc3cccc(Cl)c3)on2)cc1	13.4	8.1	5.6	-0.6	5.2	7.0	2.5	-5.9	0.0
Cc1cccc(NC(=O)c2cc(-c3ccc(C)s3)nc3ccccc23)n1	50.8	13.1	3.9	-3.9	7.2	-5.8	3.1	29.5	1.9

Screens (PubChem)

Not all compounds are listed; rates above refer to the full screens.
